Autophagy HCS = alters autophagy in cells; MEF GFP-LC3 puncta imaging; test concentration mostly 10 µM; 0.98% of 190,000 active; calls only at 10 µM (by protocol);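 active = percentage of spot-positive cells more than 3 SD above its plate mean, without a fluorescence outlier flag or 80% toxicity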;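 also: spot-positive cell cutoff set from DMSO-treated cells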
human PMI inhibitors = human PMI inhibitors, high substrate, primary screen, biochemical, fluorescence intensity, high mannose 6-phosphate (AID 1220) | recombinant PMI enzyme, coupled fluorescence intensity; higher % means a stronger effect | one-dose inhibition, % at 20 µM; IC50 in µM for titrated hits | 0.66% of 190,000 active
MT stabilizer = microtubule stabilizers in HeLa cells. HeLa tubulin immunostaining HCS, 24 h; share of cells brighter than vehicle mean+2SD. 0.83% of 200,000 active. AID 2205. % tubulin-high responders, % at 10 µM;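 active = plate Z-score above 3 for both tubulin-high and condensed-nucleus cell shares, with cell loss under 80%, at 10 µM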;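 also: anti alpha tubulin signal scored within the nucleus-defined area of each cell; some results filed as inactive read as strong as hits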
PMI inhibitors = MPI enzyme activity inhibition – biochemical, fluorescence intensity, coupled assay, primary screen (AID 1209) | purified PMI enzyme, coupled fluorescence intensity; higher % means a stronger effect | one-dose inhibition, % at 20 µM; IC50 in µM for titrated hits | 0.42% of 190,000 active;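 also: plate controls were DMSO vehicle for no effect and wells lacking substrate for full effect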
Dynein transport = dynein cargo transport inhibition; 3617.4 mouse cells, GR-EGFP nuclear translocation imaging; test concentration mostly 20 µM; stimulated with dexamethasone, 1 µM; hits give low values; z-score, hits read low; 0.47% of 220,000 active;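 active = plate z-score of nuclear minus cytoplasmic receptor signal below a set negative limit, without overly bright fluorescence or cell loss, cut at about -3.5 in these data, passing the limit was not always enough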;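 also: z-score of nuclear minus cytoplasmic ring GR-EGFP intensity difference per well; some compounds called inactive have numbers as strong as hits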
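Buffer or medium: Induction medium lacking tetracycline, stripped serum | Also added: Dexamethasone agonist, 1.0 µM final, for 30 min | Timing: 48 h induction, 1 h compound, 30 min dex at 37 °C | Detection: Formaldehyde fixation, Hoechst nuclear stain, 10x automated fluorescence imaging | Measure: Nuclear versus cytoplasmic GR-EGFP signal, averaged per well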
WT yeast gro inh = growth inhibition of WT yeast, mitochondrial fusion screen; mitochondrial fusion phenotypic screen, WT strain; 2.1% of 190,000 active; AID 1362; inhibition, % at 10 µM; in the data active = inhibition above about 58%; tested in S. cerevisiae
bCat nuc transl = beta-catenin nuclear translocation modulation; HeLa beta-catenin nuclear translocation, immunofluorescence imaging; nuclear translocation activity, % at 5 µM; 0.3% of 190,000 active;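 active = nuclear translocation activity above 50% at 5 µM, with a well cell count of 50 or more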;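 also: per-cell ratio of nuclear to cytoplasmic median beta-catenin stain intensity; plate controls were DMSO negative control for no effect and GSK-3 inhibitor IX positive control for full effect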
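test system = HeLa cells, endogenous beta-catenin | dosing = single 5 µM dose plus 0.02–20 µM confirmation series | times = compound treatment 24 h, 37°C, 5% CO2 | technique = beta-catenin immunofluorescence imaging with DAPI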
Insulin prom up = MIN6 insulin promoter up-regulation; z-score at 5 µM; MIN6 insulin promoter-GFP reporter, high-content imaging; hits give high values; 0.3% of 190,000 active;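 active = z-score above 3 at 5 µM with at least 500 cells counted in the well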
Yfh1-depleted yeast = enhancers of respiration in Yfh1-depleted yeast, dose response, Friedreich's ataxia, plus single-dose screen (AID 1465); S. cerevisiae Yfh1-off respiration, WST-1 reduction, 72 h; higher fold induction means a stronger effect; one-dose fold induction at 50 µM; EC50 in µM for titrated hits; 0.074% of 220,000 active;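 active = fold induction of absorbance versus untreated yeast above a set limit, then at least 30% activation at any dose in follow-up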;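 also: activators that raise dye reduction in frataxin-depleted yeast; strong numbers were not always called active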
WT yeast gro inh mutant strain = recorded beside WT yeast gro inh, whose call it bears; inhibition, %; mitochondrial fusion phenotypic screen, mutant strain inhibition
Dynein transport cytoplasmic EGFP = recorded beside Dynein transport, whose call it bears; z-score; measured here: cytoplasmic GR-EGFP intensity; hits give high values
Dynein transport nuclear GR-EGFP = also measured in Dynein transport; calls as there; z-score; measured here: nuclear GR-EGFP intensity;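 lower value marks the stronger effect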
Dynein transport cell count = also measured in Dynein transport; calls as there; z-score; measured here: cell count per field
Insulin prom up cell count = also measured in Insulin prom up; calls as there; cell count; measured here: cytotoxicity, nuclei count;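 total cells summed across four imaged fields per well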
bCat nuc transl cell count 5 µM = second read-out of bCat nuc transl, no call of its own (marks repeat the call); cell count; measured here: cell count, cytotoxicity flag
MT stabilizer Hoechst-high % = recorded beside MT stabilizer, whose call it bears; % Hoechst-high responders; measured here: nuclear condensation Hoechst responders;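 share of cells brighter than vehicle mean plus two SD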
MT stabilizer cytotoxicity % = recorded beside MT stabilizer, whose call it bears; toxicity, %; measured here: cytotoxicity by cell density;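 0% = mean cell density of plate MIN control wells and 100% = no cells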
Autophagy HCS cell loss 18 h = also measured in Autophagy HCS; calls as there; toxicity, %; measured here: cell loss, nuclei count;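 cell loss after 18 h compound exposure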
Numbers without * were called inactive; i = inactive; . = no result given. Rule as the data show it, unless noted: active = inhibition above about 50%; inactive = the rest. An unsorted share of the library (roughly 5% active in at least one column).

SMILES	Autophagy HCS	Autophagy HCS cell loss 18 h	human PMI inhibitors	MT stabilizer	MT stabilizer Hoechst-high %	MT stabilizer cytotoxicity %	PMI inhibitors	Dynein transport	Dynein transport cytoplasmic EGFP	Dynein transport nuclear GR-EGFP	Dynein transport cell count	WT yeast gro inh	WT yeast gro inh mutant strain	bCat nuc transl	bCat nuc transl cell count 5 µM	Insulin prom up	Insulin prom up cell count	Yfh1-depleted yeast
CC1N(C)c2cc(NC(=O)c3ccco3)c(P(=O)(Nc3ccc([N+](=O)[O-])cc3)N3CCOCC3)cc2C1(C)C (stereo unspecified)	i	8	31%	4.0	1.4	9.1	20%	-1.4	-0.33	-0.65	0.46	11	6	3.2	1060	-1	1257	i
O=S(=O)(Nc1ccc2nc(-c3ccco3)[nH]c2c1)c1ccccc1	i	-15	24%	4.6	1.6	8.9	8%	0.069	-0.25	0.37	0.21	3	4	0.3	755	-0.43	1096	i
CCOC(=O)C1CCN(C(=O)c2cccc(NC(=O)C(CC)CC)c2)CC1	i	4	7%	4.0	2.0	7.7	14%	0.95	-0.25	0.62	1.4	16	-10	1.2	802	0.77	1259	i
COC(=O)c1ccc(COC(=O)c2ccc(-n3cnnn3)cc2)o1	i	-12	-5%	2.0	1.2	4.9	-4%	-0.2	-0.24	-0.11	0.57	-11	9	-0.8	944	0.7	1337	i
O=C1CC(c2cccnc2)c2cc3c(cc2N1)OCO3 (stereo unspecified)	i	0	-3%	4.1	2.3	7.4	-5%	1.3	-0.18	0.71	-0.49	13	2	-1.6	1147	.	.	i
Cc1ccccc1C(=O)NC(=S)Nc1ccc(Oc2ccc(Cl)cc2)cc1	i	-7	18%	2.1	1.2	2.9	20%	-0.56	-0.22	-0.34	0.5	43	45	-1.0	1384	-0.11	1517	i
OC(C#CCN1CCCC1)(c1ccccc1)c1cccc(F)c1 (stereo unspecified)	i	12	-15%	2.9	1.3	0.8	-11%	0.91	-0.29	0.073	-0.54	24	1	-1.1	950	0.63	1335	i
COC(=O)c1ccc(C)c(NC(=O)CCc2cc(OC)c(OC)c(OC)c2)c1	i	-3	11%	4.2	2.9	6.1	18%	-0.096	-0.24	0.36	-0.64	-3	4	-0.7	1062	0	1493	i
CCCCc1c(C)[nH]c(=S)[nH]c1=O	.	.	.	.	.	.	.	-0.75	-0.83	-0.23	0.32	.	.	1.3	1233	0.08	1073	i
O=C(COc1ccccc1F)Nc1ccc(S(=O)(=O)NCc2ccco2)cc1	i	1	9%	3.4	2.0	2.1	5%	-0.33	-0.38	-0.26	0.57	11	5	0.6	746	0.82	1102	i
COc1cc(O)c(C(CCN2CCCC(C)C2)c2ccc3c(c2)OCO3)c(OC)c1 (stereo unspecified)	.	.	.	.	.	.	.	-0.74	-0.67	-0.28	0.29	.	.	0.1	1020	1.2	1149	i
CCCc1nc(SC2CCCC2)c2c(=O)n(C)c(=O)n(C)c2n1	i	-1	13%	2.5	2.5	7.0	11%	-0.66	-0.17	-0.34	-0.14	54	32	3.4	1067	0.33	1822	i
Cc1c(Cl)c(C(=O)NC2CCCC2)nn1C	i	-4	-11%	3.4	2.5	7.0	-12%	1	-0.14	0.34	0.36	-3	-5	.	.	.	.	i
O=c1oc(-c2cccs2)nc2sc3c(c12)CCC3	i	13	2%	2.9	2.2	2.1	0%	-0.23	-0.2	0.43	0.79	1	10	1.5	1078	-0.55	1365	i
CNc1nc(SCC(=O)OC)nc(N2CCOCC2)n1	i	-6	-15%	1.9	2.4	15	-11%	1.1	-0.15	1.5	-0.8	9	6	-5.3	848	-0.92	1339	i
Cc1cc(C(=O)COC(=O)c2ccc([N+](=O)[O-])o2)c(C)n1CC1CCCO1 (stereo unspecified)	i	-4	5%	4.6	3.3	5.0	-14%	0.3	-0.016	0.2	-0.45	43	33	12	1078	0.29	1153	i
O=C(CC1C(=O)NCCN1Cc1ccc(F)c(F)c1)NCCCn1ccnc1 (stereo unspecified)	i	4	22%	1.5	2.1	9.4	5%	-0.43	-0.29	-0.37	0.47	13	8	1.4	996	0.28	1435	i
COc1ccc(NC(=O)C(NC(=O)Cc2cccs2)c2ccccc2)cc1 (stereo unspecified)	i	4	5%	2.7	3.4	10	10%	-0.28	-0.24	-0.064	0.047	-13	-7	2.2	1036	0.16	1383	i
O=C1NC(=S)/C(=C\c2ccc(-c3ccccc3Cl)o2)S1	i	-5	-63%	4.3	2.8	0.0	-46%	-0.27	-0.068	0.52	-0.52	34	57	2.0	752	-0.39	994	i
CCc1c(C)sc(NC(=O)c2cc(-c3ccco3)on2)c1C#N	i	16	-1%	10	2.2	5.1	10%	0.062	-0.1	0.4	-0.047	-4	-1	-2.9	929	0.14	1602	i

The last three records of the part before lead into the next:
SMILES	Autophagy HCS	Autophagy HCS cell loss 18 h	human PMI inhibitors	MT stabilizer	MT stabilizer Hoechst-high %	MT stabilizer cytotoxicity %	PMI inhibitors	Dynein transport	Dynein transport cytoplasmic EGFP	Dynein transport nuclear GR-EGFP	Dynein transport cell count	WT yeast gro inh	WT yeast gro inh mutant strain	bCat nuc transl	bCat nuc transl cell count 5 µM	Insulin prom up	Insulin prom up cell count	Yfh1-depleted yeast
COc1ccc(NC(=O)C(NC(=O)Cc2cccs2)c2ccccc2)cc1 (stereo unspecified)	i	4	5%	2.7	3.4	10	10%	-0.28	-0.24	-0.064	0.047	-13	-7	2.2	1036	0.16	1383	i
O=C1NC(=S)/C(=C\c2ccc(-c3ccccc3Cl)o2)S1	i	-5	-63%	4.3	2.8	0.0	-46%	-0.27	-0.068	0.52	-0.52	34	57	2.0	752	-0.39	994	i
CCc1c(C)sc(NC(=O)c2cc(-c3ccco3)on2)c1C#N	i	16	-1%	10	2.2	5.1	10%	0.062	-0.1	0.4	-0.047	-4	-1	-2.9	929	0.14	1602	i
O=C(NCCCc1ccccc1)c1ccccc1O	i	14	-6%	1.8	2.0	7.3	-12%	-0.78	-0.3	-0.15	1	31	31	.	.	1.4	782	i
CC1Cc2ccccc2N1CC(=O)NC(=O)NC1CCCC1 (stereo unspecified)	i	-1	14%	5.1	1.7	5.1	1%	0.41	-0.33	-0.18	-0.43	-9	11	-0.2	1073	0.53	1369	i
Nn1c(SCc2nc3ccccc3[nH]2)nnc1-c1ccccc1	i	-2	-1%	3.9	1.5	0.1	7%	0.021	-0.25	-0.86	-0.089	10	-1	0.3	1382	2.1	1562	i
CC(OC(=O)c1cccc(N2C(=O)c3ccccc3C2=O)c1)C(=O)Nc1ccc(N(C)C)cc1 (stereo unspecified)	i	6	9%	5.0	1.8	4.9	6%	0.17	-0.3	-0.26	-0.18	13	14	.	.	0.83	1327	i
CCN(CCCNC(=O)c1[nH]c(C)c(C(C)=O)c1C)c1ccccc1	i	6	-3%	4.7	2.8	13	5%	0.2	-0.15	0.54	-0.78	-7	-17	1.1	908	-2.8	871	i
CCNC(=O)CCn1nc(-c2ccc(Cl)cc2)c2ccccc2c1=O	i	12	-6%	6.9	2.4	11	-8%	0.78	-0.34	-0.11	0.22	1	-19	1.9	1331	0.45	1595	i
CCOC(=O)c1c(NC(=O)CSc2nnc(CNc3ccc(C)cc3C)o2)sc(C)c1C	i	-1	5%	4.0	1.3	10	5%	0.41	-0.22	-0.12	-0.55	35	14	-0.2	1192	.	.	i
Cc1ccc(N2C(=O)c3ccc(C(=O)Nc4cccnc4)cc3C2=O)c(C)c1	i	-2	7%	2.0	1.6	5.1	5%	-0.67	-0.0087	-0.15	1.2	-14	4	-11	1243	.	.	i
CCOc1cccc(-c2nnc3sc(-c4cc(OC)c(OC)c(OC)c4)nn23)c1	i	12	-7%	3.4	2.4	4.4	-5%	-0.019	-0.15	0.24	-0.013	-1	-13	-2.9	932	-3.6	989	.
O=C(C1CC1)N(CCN(Cc1ccccc1)C(=O)C1CC1)Cc1ccccc1	i	1	0%	1.2	0.9	0.6	0%	-0.74	-0.11	-0.39	0.44	-1	-4	4.4	1437	-0.49	1329	.
COc1ccc(CCNC(=O)Nc2ccccc2[N+](=O)[O-])cc1	i	9	-7%	2.7	1.6	3.8	2%	-0.022	-0.16	-0.24	-0.42	-31	-20	0.5	1614	.	.	i
COc1ccc(CN2CC(=O)N(c3ccc(C)cc3)C2=S)cc1OC	i	17	14%	3.2	2.5	7.4	14%	-0.1	-0.3	0.6	0.5	-13	-4	1.2	1039	-0.41	1407	i
O=Cc1ccc(-c2cccc([N+](=O)[O-])c2)o1	.	.	.	.	.	.	.	-0.8	-0.2	-0.39	0.43	.	.	0.4	1237	0.09	1052	i
O=C1C2C3C=CC(C3)C2C(=O)N1c1ccncc1 (stereo unspecified)	i	0	1%	0.8	2.2	13	-4%	-0.23	-0.14	-0.074	0.36	32	-14	-0.3	1271	-0.31	1637	.
COC(=O)c1ccc(NC(=O)c2ccc(CN3CCOCC3)cc2)cc1	i	-1	2%	2.9	0.0	62	2%	-0.67	-0.1	-0.026	0.032	-4	9	-1.0	1038	-0.84	1287	i
CO/N=C/NC(=O)c1c(OC)ccnc1Oc1cccc(C(F)(F)F)c1	i	0	13%	1.1	1.9	5.7	10%	0.91	-0.076	-0.17	0.1	14	1	-0.8	1049	-0.23	1809	i
Cn1cc(C(F)(F)F)nc1-c1ccc(OCC(O)CNCCOc2ccc(O)c(C(N)=O)c2)cc1 (stereo unspecified)	.	.	.	.	.	.	.	-0.86	-0.79	-0.17	0.42	.	.	-2.5	1185	-0.98	1063	i
Cc1cc(C)n2c(nc3ccccc32)c1C(=O)NN	.	.	.	.	.	.	.	-0.9	-0.23	-0.44	0.76	.	.	-1.1	1225	-0.06	1436	i
COc1ccc(Nc2ccc(OC)cc2)cc1	.	.	.	.	.	.	.	-0.96	-0.16	-0.32	1	.	.	-0.5	1262	0.28	1084	i
